H9c2 protect: modulators protecting cardiomyocytes from myocardial damage. protection from H2O2 cell death, % at 20 µM. AID 588492. H9c2 cardiomyocytes, H2O2 injury protection, ATPLite, 2 h. actives 0.63% (n = 360,000);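 active = compounds giving at least 50% protection of heart cells from peroxide-induced death in the single-dose screen, raw or plate-pattern-corrected value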;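 note: 0% = DMSO wells with peroxide and 100% = DMSO wells without peroxide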
Granule exo inh: lytic granule exocytosis inhibition. TALL-104 LAMP-1 surface exposure, flow cytometry; cells stimulated with thapsigargin and PMA. inhibition, % at 10 µM. actives 0.66% (n = 360,000). AID 651702;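 active = inhibition above about 55%, limit read from the data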
MC4R barr agon: activates human MC4R beta-arrestin recruitment. U2OS MC4R beta-arrestin complementation, luminescence; percent of melanotan II response, DMSO zero. activation, % at 8.9 µM. P32245. actives 0.98% (n = 360,000). AID 540308;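 active = activation above a per-plate cutoff, the mean activation of sample wells on that plate plus 3 SD, cut at about 8% in these data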
ABCB6 inh MLPCN: inhibitors of human ABC transporter ABCB6; K562-ABCB6 porphyrin accumulation, flow cytometry, 1 h; hits give low values; fluorescence ratio to DMSO, % at 10 µM; actives 0.19% (n = 360,000); AID 602162;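 active = fluorescence ratio to DMSO below 75%, the collection mean minus 3 SD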;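 note: signal is porphyrin accumulated inside mitochondria; 100% equals median channel fluorescence of DMSO control wells; lower ratio means ABCB6 inhibition with less porphyrin fluorescence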
MC4R antag cAMP: antagonists of human melanocortin 4 receptor (MC4R); AID 540295; MC4R-expressing cells, MTII-stimulated cAMP, LANCE TR-FRET; inhibition, % at 6.5 µM; actives 0.48% (n = 360,000); P32245;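 active = inhibition above its plate's cutoff, the mean of tested wells on that plate plus 3 SD, cut at about 29% in these data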;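 note: 0% = Melanotan II alone and 100% = Melanotan II plus saturating MCL0020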
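system = U2OS cells with stable human MC4R expression | also added = Melanotan II challenge after compound preincubation | dosing = one concentration, 6.5 µM nominal | incubation = compound 30 min, challenge 1 h, detection 1 h | measured by = TR-FRET with Eu-cAMP and labeled anti-cAMP, 671 nm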
CaV13 FRET inh: Primary screen for inhibitors of IQ motif and Ca2+-dependent inactivation inhibitor domain binding in CACNA1D, Förster resonance energy transfer in living cells, … | HEK cells, CFP/YFP FRET ICDI-IQ, plate reader, 10 min; percent FRET-ratio fall versus neutral wells | inhibition, % at 12.3 µM | actives 0.098% (n = 340,000);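 active = mean replicate inhibition of at least 30% and at least 1% of replicates passing that level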;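 note: 0% = median of the neutral control wells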
m5-HT2A agonist: activates the mouse 5-HT2A serotonin receptor. activation, % at 7.6 µM. CHO-K1 mHTR2A beta-arrestin complementation, luminescence; percent of 30 µM serotonin response. actives 0.66% (n = 360,000). AID 624169. P35363;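 active = activation above a run cutoff, the mean activation of all tested compounds plus 3 SD, cut at about 14% in these data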;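 note: 0% = plate median of compound wells and 100% = 30 µM serotonin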
Target sequence (P35363 whole entry, looked up): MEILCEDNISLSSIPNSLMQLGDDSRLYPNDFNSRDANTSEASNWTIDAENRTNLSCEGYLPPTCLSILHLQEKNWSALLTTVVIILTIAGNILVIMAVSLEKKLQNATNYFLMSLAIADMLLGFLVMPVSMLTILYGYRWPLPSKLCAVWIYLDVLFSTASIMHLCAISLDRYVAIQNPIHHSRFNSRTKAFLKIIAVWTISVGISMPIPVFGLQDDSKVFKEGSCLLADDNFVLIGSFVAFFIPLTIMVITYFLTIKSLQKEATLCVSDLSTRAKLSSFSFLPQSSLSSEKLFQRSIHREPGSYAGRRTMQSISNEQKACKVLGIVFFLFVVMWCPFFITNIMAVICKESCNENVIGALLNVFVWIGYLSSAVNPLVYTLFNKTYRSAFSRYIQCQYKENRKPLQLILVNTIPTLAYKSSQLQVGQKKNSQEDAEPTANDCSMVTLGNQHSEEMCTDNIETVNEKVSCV
ABHD5 PLIN5 PPI: ABHD5-PLIN5 protein interaction inhibition; Q00G26+Q8WTS1; Split G. princeps luciferase complementation, luminescence, 4 h; inhibition, % at 4 µM; actives 0.78% (n = 360,000); AID 602281;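 active = inhibition above the mean inhibition across every tested compound plus 3 SD, cut at about 22% in these data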;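 note: 0% = DMSO only wells and the 100% control is not disclosed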
N-glyco inh: N-linked glycosylation inhibition; D54 ERlucT glycosylation luciferase reporter, 24 h; percent of 100 nM tunicamycin response; reporter increase, % at 12.5 µM; actives 0.23% (n = 360,000);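 active = mean luciferase reporter signal, scaled so untreated is 0 and the glycosylation-blocking control 100, at or above a set limit in every replicate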;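 note: luciferase carries N-glycosylation sites so blocking glycosylation raises the light; 0% = median of neutral control wells and 100% = median of 100 nM tunicamycin wells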
PDI inh: inhibitors of human protein disulfide isomerase; PDI insulin aggregation turbidity, A650, 90 min; P07237; actives 0.052% (n = 350,000); inhibition, % at 10 µM;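 active = mean inhibition across replicates of 30% or more, whatever share of single replicates reach that level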;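 note: absorbance from insulin aggregation driven by PDI reduction with DTT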
Target sequence (P07237 whole entry, looked up): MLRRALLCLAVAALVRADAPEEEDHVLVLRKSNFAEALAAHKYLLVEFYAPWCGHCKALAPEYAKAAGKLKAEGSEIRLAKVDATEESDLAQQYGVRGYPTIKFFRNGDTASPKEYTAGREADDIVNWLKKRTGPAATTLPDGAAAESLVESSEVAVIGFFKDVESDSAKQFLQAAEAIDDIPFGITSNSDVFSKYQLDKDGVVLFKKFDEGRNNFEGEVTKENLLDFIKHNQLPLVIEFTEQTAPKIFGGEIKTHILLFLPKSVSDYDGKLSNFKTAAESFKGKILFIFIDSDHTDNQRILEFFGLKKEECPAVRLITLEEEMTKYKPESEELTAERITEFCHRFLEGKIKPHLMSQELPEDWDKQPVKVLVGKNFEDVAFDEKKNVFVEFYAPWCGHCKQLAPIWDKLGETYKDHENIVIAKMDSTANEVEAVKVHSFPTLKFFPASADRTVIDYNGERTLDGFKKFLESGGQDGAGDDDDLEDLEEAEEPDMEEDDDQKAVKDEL
An asterisk follows results filed as active; . = not tested or not shown; & = joins results of further samples.

SMILES	H9c2 protect	Granule exo inh	MC4R barr agon	ABCB6 inh MLPCN	MC4R antag cAMP	CaV13 FRET inh	m5-HT2A agonist	ABHD5 PLIN5 PPI	N-glyco inh	PDI inh
C=CCn1sc(N)c(C(=O)OCC)c1=S	6	0	-1.2	100	-4	.	-5	4	1	-4
Cc1cc(-c2ccc(Cl)s2)n[nH]1	-4	-2	-0.1	98	2	.	5	7	2	10
Nc1cccnc1S(=O)(=O)c1ccccc1	-3	0	0.5	99	-1	-7	-1	2	1	-7
Cc1cc(S(=O)(=O)Nc2ccc3c(c2)n(C)c(=O)n3C)ccc1F	-8	1	2.0	93	8	-4	-2	-8	14	5
O=C(C1=C(O)C(=O)N(CCc2ccccc2)C1c1ccncc1)c1cc2ccccc2o1 (configuration not stated)	5	-2	-0.1	95	12	-7	1	-1	2	-1
COc1ccc(C2=NOC(Cn3nc(C(=O)NCc4cccs4)cc3-c3ccccc3)C2)cc1 (configuration not stated)	10	-12	-1.6	96	6	-11	-9	5	-2	5
CCOC(=O)c1sc2nc(CC(=O)OC)nc(NCC(=O)OC)c2c1C	9	0	-2.1	95	3	-9	-3	-3	3	-3
O=C(N/N=C/C=C/c1ccco1)c1cccc([N+](=O)[O-])c1	17	-7	-0.1	96	4	-16	-1	13	2	11
O=C1/C(=C/c2ccc([N+](=O)[O-])cc2)C=C(c2ccccc2)N1c1ccc(O)cc1	-6	2	-0.7	113	32*	-7	-3	-3	-7	-6
CC(=O)OC[C@H]1O[C@@H](O[C@H]2C[C@]3(C)C(C[C@@H](O)C4C([C@]5(C)CC[C@@H](C(C)(C)O)O5)CC[C@]43C)[C@@]3(C)CC[C@H](O)C(C)(C)C23)[C@H](O[C@@H]2O[C@@H](C)[C@H](O)[C@@H](O)[C@H]2O)[C@@H](O)[C@@H]1O (some centres not stated)	0	-2	-1.9	96	5	-11	-1	2	2	-3
COc1cccc(CN(C)C(=O)c2[nH]c(C)c(C(C)=O)c2C)c1OC	-5	7	2.0	91	20	-3	3	-2	2	-2
CC(C)C(NC(=O)OCc1ccccc1)C(=O)NC1CCCCC1 (configuration not stated)	-2	0	0.4	98	-2	-1	1	8	0	-12
COc1ccc(N(C)S(=O)(=O)c2c(C)[nH]c(=O)[nH]c2=O)c(OC)c1	6	-2	-1.8	94	1	.	-1	-1	3	21
Cc1c(C)c2ccc(OCc3ccc(C(=O)O)o3)c(C)c2oc1=O	-6	-4	-1.3	84	2	-4	0	6	-2	7
Cc1nc(SCCCSc2n[nH]c(C)n2)n[nH]1	4	0	-0.2	102	1	.	-6	-4	2	-2
CCOC(=O)c1cc2c(=O)n3cccc(C)c3nc2n(CC2CCCO2)c1=NC(C)=O (configuration not stated)	11&20	-1&-3	-1.6&0.3	96&102	9&16	-10&-4	-6&1	1&-2	2&5	1&2
Cc1ccc(C(=O)OC(C(=O)Nc2ccc(Cl)cc2C(F)(F)F)c2ccccc2)cc1 (configuration not stated)	-3	0	9.5*	100	6	-7	-3	-4	-1	-8
CCC(C)NCC(=O)Nc1sc2c(c1C(N)=O)CCC2 (configuration not stated)	1	-3	-0.7	100	2	-5	0	-1	-4	0
CCn1c(CCNC(=O)c2ccccc2Cl)n[nH]c1=S	2	0	-0.5	110	3	-6	3	-6	2	0
O=C(CSC1=NCCS1)Nc1ccc(S(=O)(=O)N2CCCCCC2)cc1	-4	-3	-1.2	97	2	-7	-3	-24	1	-1
O=C(CN1CCN(S(=O)(=O)c2ccc(F)c(F)c2)CC1)Nc1ccccc1C(=O)NC1CC1	9	0	2.2	90	6	-2	-3	-7	-3	-22
CC(C)c1ccc(C(C(=O)NC2CCCC2)N(C(=O)CNC(=O)c2ccco2)c2cccnc2)cc1 (configuration not stated)	0	0	-1.5	95	3	0	2	11	0	0
Cn1c(=O)c2c(nc(SCc3ccccc3F)n2C)n(C)c1=O	7	-6	-0.8	95	1	-2	-3	5	-1	6
CN1CCN(S(=O)(=O)c2ccc(SCCOc3ccc(Cl)cc3)nc2)CC1	-14	-1	-4.2	99	-2	-6	-7	0	-4	0
Cc1cccc(NC(=O)NCc2ccc3c(c2)OCO3)c1C	4	-3	-1.2	99	5	5	-4	3	-1	5
Additional entries follow.
SMILES	H9c2 protect	Granule exo inh	MC4R barr agon	ABCB6 inh MLPCN	MC4R antag cAMP	CaV13 FRET inh	m5-HT2A agonist	ABHD5 PLIN5 PPI	N-glyco inh	PDI inh
Cc1ccc2nc(NC(=O)c3ccc(-c4nc5ccccc5s4)s3)sc2c1	-6	-5	0.5	98	10	-7	9	2	-4	-1
CN(C)C(=O)c1cc([N+](=O)[O-])cc([N+](=O)[O-])c1N(C)C	-2	-3	-1.0	99	6	-5	3	5	0	9
O=C(C[C@@H]1C/C=C\CCCC(=O)OC[C@@H]2CCCN2C1=O)N[C@H](CO)Cc1ccccc1	6	6	-1.9	99	4	-12	3	-4	2	1
Cc1cc(C)nc(N2CCC(C(=O)NC3CCCc4ccccc43)CC2)n1 (configuration not stated)	-6	7	-0.7	108	10	-10	7	0	0	6
Cc1c(NS(=O)(=O)c2ccc(Br)cc2)c(=O)n(-c2ccccc2)n1C	-5	-2	-1.8	102	0	-1	-3	-6	1	-3
CC(=O)N1CCc2cc(S(=O)(=O)N3CCOCC3)ccc21	2	-3	-2.8	102	-3	-6	-1	2	1	-10
Cc1nn(Cc2ccc(C(=O)N3CCCC3)o2)c(C)c1[N+](=O)[O-]	31	1	-1.4	114	2	-6	-5	2	1	5
Cc1nc2cc(CO)ccc2n1C	9	0	-0.7	87	3	-3	5	-3	1	9
CCOc1ccc(NC(=O)CN2C(=O)NC3(CCCC3)C2=O)cc1S(=O)(=O)N1CCCCC1	9	8	-2.4	96	-4	-4	0	2	1	-1
Cc1ccccc1OCC(=O)NNC(=O)C1CCN(c2ncnc3sc(C)c(C)c23)CC1	1	10	-3.3	95	3	-3	2	6	3	3
CC1=C(C(N)=O)C(c2cccs2)n2nc(-c3cccc(Cl)c3)nc2N1 (configuration not stated)	-1	0	-0.7	85	1	.	-9	-4	5	-1
Cc1noc(C)c1CSCC(=O)OCc1nc2ccccc2c(=O)n1CC#N	13	6	1.3	91	16	-9	-2	-8	-1	3
CCOC(=O)C1CCN(C(=O)C2CCN(S(=O)(=O)c3cccc4nsnc34)CC2)CC1	3	2	-2.7	97	-5	-7	2	-1	-1	4
CCCCC(=O)Nc1cc(OC)c(NC(=S)NC)cc1OC	-4	1	-2.8	99	6	-10	3	-5	1	-1
CC(C)CN(C(=O)COC(=O)C12CC3CC(CC(O)(C3)C1)C2)C1CCS(=O)(=O)C1 (configuration not stated)	-1	3	-0.5	95	4	.	10	8	2	11
CN1C(=O)c2ccc(C(=O)Nc3cccnc3)cc2C1=O	3	0	-3.7	102	5	-11	-3	1	1	-4
CCN1C(=O)[C@@H]2[C@@H](c3ccc(-c4ccc5c(c4)OCO5)cc3)N3CCCC[C@@]3(C(=O)OC)[C@@H]2C1=O	-3	-6	-0.8	91	1	-5	5	-3	-4	6
CCC(=O)N1CCN=C1SCc1ccc(Cl)cc1	6	0	-0.3	82	-1	0	3	1	-2	-14
COc1ccc(/C=N/Nc2ccccc2C(=O)O)cc1	-17	-12	0.6	95	9	-7	16*	-5	-18	-3
O=C1CCN(CCc2ccccc2)CCN1[C@H](COc1ccccc1)Cc1ccccc1	0	7	3.9	99	3	-6	-5	3	-2	3
N#CCCN(C(=O)COC(=O)CCC(=O)c1ccc(F)cc1)c1ccccc1	-3	-7	-1.6	97	4	-6	-6	0	-1	-3
CCc1cc(=O)oc2cc(C)cc(OCC(=O)NC(Cc3c[nH]c4ccc(O)cc34)C(=O)O)c12 (configuration not stated)	-2	-7	-0.3	101	1	.	-3	8	1	.
O=C(O)c1ccc(NC(=O)c2cn(-c3ccccc3)nc2-c2ccc(Br)cc2)cc1	-1	0	-1.5	98	16	-6	2	2	-3	-3
CCOc1c2ccc(C(=O)NCc3ccco3)cc2nn1CC	7	-1	-0.2	97	-1	-6	2	8	0	0
CN(C(=O)COC(=O)c1n[nH]c2ccccc12)C1CCS(=O)(=O)C1 (configuration not stated)	9	-9	-1.5	103	19	-5	-3	2	1	-12

Part of the list above in order of molecular weight, rising:
SMILES	H9c2 protect	Granule exo inh	MC4R barr agon	ABCB6 inh MLPCN	MC4R antag cAMP	CaV13 FRET inh	m5-HT2A agonist	ABHD5 PLIN5 PPI	N-glyco inh	PDI inh
CN1C(=O)c2ccc(C(=O)Nc3cccnc3)cc2C1=O	3	0	-3.7	102	5	-11	-3	1	1	-4
CC1=C(C(N)=O)C(c2cccs2)n2nc(-c3cccc(Cl)c3)nc2N1 (configuration not stated)	-1	0	-0.7	85	1	.	-9	-4	5	-1
CC(C)CN(C(=O)COC(=O)C12CC3CC(CC(O)(C3)C1)C2)C1CCS(=O)(=O)C1 (configuration not stated)	-1	3	-0.5	95	4	.	10	8	2	11

The results go on:
SMILES	H9c2 protect	Granule exo inh	MC4R barr agon	ABCB6 inh MLPCN	MC4R antag cAMP	CaV13 FRET inh	m5-HT2A agonist	ABHD5 PLIN5 PPI	N-glyco inh	PDI inh
Nc1ncnc2c1ncn2[C@@H]1O[C@H](CNCc2ccccc2OC2OC(CO)C(O)C(O)C2O)[C@@H](O)[C@H]1O (some centres not stated)	6	-1	-0.7	102	3	-7	-2	-1	0	6
COc1ccc(CNc2ccc3c(c2)ncn3C)cc1OC	2	2	-1.1	95	-7	-2	-1	-4	16	-1
Cc1ccc([C@H]2C[C@H](O)[C@@H](n3cc(-c4ccc(F)cc4)nn3)CN2Cc2cccs2)cc1	-2	0	-1.2	92	-4	-6	3	0	0	11
COc1cccc(C(=O)NC(=O)Nc2cc(C)[nH]n2)c1	-8	0	-0.8	98	-5	-16	2	-1	-4	14
CCCCC(=O)Nc1ccc(NC(=O)c2cccnc2)cn1	1	-2	-2.7	89	5	-5	2	0	0	-9
O=C(NCc1ccco1)C(=O)NCc1ccccc1Cl	1	-3	5.3	103	8	-3	-7	-2	0	0
CC(Sc1nc2ncc(Cl)cc2[nH]1)C(=O)c1c(N)n(C)c(=O)n(C)c1=O (configuration not stated)	11	-1	-3.0	90	-2	-4	3	-5	2	-2
COc1cc(NC(=O)C2(C)CCCN2C)cc(OC)c1OC (configuration not stated)	7	12	-0.4	91	-3	-6	-1	2	1	-4
CSCCC(NC(=O)c1ccco1)C(=O)N(C)CC(=O)Nc1ccccc1Br (configuration not stated)	6	-8	-1.5	99	-8	-6	-3	-2	0	-2
CSc1ncc2[nH]c(C(O)c3ccccc3)nc2n1 (configuration not stated)	-15	4	0.1	102	10	-6	5	-6	-1	-3
CN1C(=O)/C(=N/OC(=O)c2ccccc2)c2ccccc21	16	87*	-1.2	103	-7	-2	1	12	0	-4
O=C(c1ccccc1)C1CN(Cc2ccccc2)CCC1(O)c1ccccc1 (configuration not stated)	-10	15	-0.1	103	27	0	6	3	-3	-1
CCCCn1c2c(cc(C(=O)OC)c1=O)C(=O)CCC2	10	-2	0.5	99	1	-10	2	-8	2	2
CCC(=O)Nc1c(C#N)c2nc3ccccc3nc2n1-c1ccccc1C	6	3	-1.0	94	1	.	3	-14	0	3
CC(=O)Nc1ccc(S(=O)(=O)NNC(=O)CCc2ccccc2)cc1	-8	-6	-0.4	98	21	-7	1	-1	2	11

High-throughput results as filed in PubChem.
